NFkB binder: binders of human NF-kappa-B p105; 17,000 tested, 1.3% active; Small molecule microarray, anti-His fluorescence binding; AID 624139; calls only;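 active = spot fluorescence over background significantly raised, with a chance value under 7% in all four replicate spots of the compound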;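 note: probe protein is his-tagged human p50 processed subunit at 1 µg/ml; raw spot fluorescence signals with no normalization applied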
Target sequence (P19838 1-433 limits assumed): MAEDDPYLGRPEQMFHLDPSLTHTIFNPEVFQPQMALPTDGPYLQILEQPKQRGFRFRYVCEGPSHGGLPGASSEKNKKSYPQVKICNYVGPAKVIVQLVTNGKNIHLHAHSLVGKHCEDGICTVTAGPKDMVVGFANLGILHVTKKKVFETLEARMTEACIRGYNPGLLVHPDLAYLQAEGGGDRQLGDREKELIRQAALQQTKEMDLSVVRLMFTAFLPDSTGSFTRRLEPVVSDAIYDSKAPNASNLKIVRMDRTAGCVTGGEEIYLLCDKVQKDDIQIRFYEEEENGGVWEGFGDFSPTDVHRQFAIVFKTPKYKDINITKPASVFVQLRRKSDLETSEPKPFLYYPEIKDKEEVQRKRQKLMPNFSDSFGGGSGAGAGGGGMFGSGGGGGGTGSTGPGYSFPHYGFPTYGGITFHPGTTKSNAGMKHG
Calls only; i = inactive; + = active, no number.

| SMILES | NFkB binder |
| --- | --- |
| C[C@@H]1CN([C@@H](C)CO)C(=O)Cc2cc(NS(C)(=O)=O)ccc2O[C@@H]1CN(C)Cc1ccncc1 | i |
| N#C/C(=C(\N)Sc1ccc(N)cc1)c1ccccc1C(F)(F)F | i |
| CCO[C@H]1OC(C(=O)O)=C[C@@H](C2CCCCC2)[C@@H]1CCCO | i |
| C[C@H](CO)N1C[C@H](C)[C@H](CN(C)Cc2ccc(C(=O)O)cc2)OCCCC[C@H](C)Oc2ccc(NS(=O)(=O)c3ccccc3)cc2C1=O | i |
| C[C@H](CO)N1C[C@H](C)[C@@H](CN(C)C(=O)NC2CCCCC2)Oc2ccc(NC(=O)Nc3ccc(F)cc3)cc2CC1=O | i |
| C[C@@H]1CCCCO[C@@H](CN(C)C(=O)Nc2ccccc2)[C@H](C)CN([C@@H](C)CO)C(=O)c2cc(NC(=O)CCC(F)(F)F)ccc2O1 | i |
| Cn1c(NCCCO)nc2ccccc21 | i |
| Cc1noc(C)c1NC(=O)N(C)C[C@@H]1Oc2c(NC(=O)c3ccncc3)cccc2C(=O)N([C@@H](C)CO)C[C@@H]1C | i |
| Cc1ccc(S(=O)(=O)N(C)C[C@H]2OCCCC[C@H](C)Oc3ccc(NC(=O)Nc4ccc5c(c4)OCO5)cc3C(=O)N([C@@H](C)CO)C[C@H]2C)cc1 | i |
| C[C@]12C[C@H](O)C3C(CC[C@@H]4C[C@H](O)CC[C@]34C)C1CC[C@@H]2C(=O)CO (stereo not given in full) | i |
| C[C@@H]1CN([C@@H](C)CO)C(=O)Cc2cc(NC(=O)NC3CCCCC3)ccc2O[C@H]1CN(C)Cc1ccccc1 | i |
| Cc1noc(C)c1S(=O)(=O)Nc1cccc2c1O[C@H](CN(C)Cc1ccc(Oc3ccccc3)cc1)[C@H](C)CN([C@H](C)CO)C2=O | i |
| Cc1noc(C)c1S(=O)(=O)Nc1ccc2c(c1)CC(=O)N([C@H](C)CO)C[C@@H](C)[C@H](CN(C)C)O2 | i |
| C[C@@H]1CCCCO[C@H](CN(C)C(=O)CCC(F)(F)F)[C@H](C)CN([C@H](C)CO)C(=O)c2cc(NS(=O)(=O)c3cccs3)ccc2O1 | i |
| C=CCOC(=O)[C@H]1[C@@H]2C(=O)O[C@@H](c3ccccc3)[C@@H](c3ccccc3)N2[C@@H](c2ccc(OCCOC(=O)[C@@H]3C[C@@H]4C(=O)N[C@@H](Cc5ccccc5)C(=O)N4[C@@H]3c3cccc(OCCO)c3)cc2)[C@]12C(=O)Nc1ccc(I)cc12 | + |
| C[C@H](CO)N1C[C@H](C)[C@H](CN(C)C(=O)NC2CCCCC2)Oc2c(NS(=O)(=O)c3cn(C)cn3)cccc2C1=O | i |
| COc1ccc(S(=O)(=O)Nc2cccc3c2O[C@@H](CN(C)S(=O)(=O)c2ccc(Cl)cc2)[C@H](C)CN([C@@H](C)CO)C3=O)cc1 | i |
| CCc1c(O)nc(SCC(=O)Nc2ccccc2OC)n(-c2ccccc2)c1=O | i |
| C[C@H](CO)N1C[C@H](C)[C@@H](CN(C)C(=O)Nc2ccc(F)cc2)Oc2ccc(NC(=O)C3CC3)cc2C1=O | i |
| COc1c(O)cc(-c2oc3cc(O)cc(O)c3c(=O)c2O[C@@H]2O[C@@H](C)[C@H](O)[C@@H](O)[C@H]2O)cc1O | i |
| COc1ccc(NC(=O)Nc2cccc3c2O[C@@H](CN(C)Cc2ccc(C(=O)O)cc2)[C@H](C)CN([C@@H](C)CO)C3=O)cc1 | i |
| COC(=O)C(C)N(C#N)c1nc(C)cc(C)n1 (stereo not given) | i |
| CCOc1ccc(NC(=O)C2CC(=O)n3c(nc4ccccc43)N2)cc1 (stereo not given) | i |
| Cc1noc(C)c1S(=O)(=O)Nc1ccc2c(c1)C(=O)N([C@@H](C)CO)C[C@H](C)[C@H](CN(C)C(=O)c1ccncc1)OCCCC[C@@H](C)O2 | i |
| Cc1noc(C)c1NC(=O)N(C)C[C@H]1Oc2ccc(NC(=O)Cc3cn(C)c4ccccc34)cc2CC(=O)N([C@@H](C)CO)C[C@@H]1C | i |
| Cc1noc(C)c1NC(=O)N(C)C[C@H]1Oc2ccc(NC(=O)NC3CCCCC3)cc2C(=O)N([C@@H](C)CO)C[C@@H]1C | i |
| COc1cccc(CNc2nc3nc(C)c(Cc4ccccc4)c(=O)n3[nH]2)c1 | i |
| C=CCOC(=O)C1=C[C@@H](c2ccc(C(F)(F)F)cc2)[C@H](CCCO)[C@@H](OCC)O1 | i |
| OCCNc1nc2ccccc2n1CCOc1ccccc1 | i |
| CC(=O)c1ccc(NC(=O)CSc2nc(C)cc(C)c2C#N)cc1 | i |
| C[C@H](CO)N1C[C@H](C)[C@@H](CN(C)Cc2ccc3cccnc3c2)OCc2cnnn2CCCC1=O | i |
| C[C@H](CO)N1C[C@H](C)[C@H](CN(C)CC2CC2)Oc2ccc(NC(=O)Cc3ccccc3)cc2CC1=O | i |
| O=C(Cc1ccc(O)cc1)OC1[C@@H](O)[C@@H](O)C(OC(=O)Cc2ccc(O)cc2)[C@H](O)[C@@H]1O (stereo not given in full) | i |
| CC(C)NC(=O)N(C)C[C@@H]1OCCCC[C@H](C)Oc2ccc(NC(=O)c3ccncc3)cc2C(=O)N([C@@H](C)CO)C[C@H]1C | i |
| C[C@H]1CN([C@@H](C)CO)C(=O)Cc2cc(NC(=O)Nc3ccc4c(c3)OCO4)ccc2O[C@H]1CN(C)CC1CC1 | i |
| O=C(C1=C[C@H](c2coc3ccccc3c2=O)C[C@H](OCCCCO)O1)N1CCN(Cc2ccc3c(c2)OCO3)CC1 | i |
| C[C@@H]1CN([C@H](C)CO)C(=O)Cc2cc(NC(=O)c3ccncc3)ccc2O[C@H]1CN(C)S(=O)(=O)c1ccccc1 | i |
| Cc1cc(C)c(NC(=O)CSc2nnc(-c3ccc(F)cc3)n2C)c(C)c1 | i |
| CNC[C@@H]1OCCCC[C@@H](C)Oc2ccc(NC(=O)Nc3cccc4ccccc34)cc2C(=O)N([C@@H](C)CO)C[C@H]1C | i |
| Cc1ccc(NC(=O)CSc2nnc(-c3ccco3)n2-c2ccccc2)cc1Cl | i |
| CCC(C)c1cnc(Cc2ccccc2)c(=O)[nH]1 (stereo not given) | i |
| C[C@H](CO)N1C[C@H](C)[C@@H](CN(C)S(=O)(=O)c2cn(C)cn2)Oc2ccc(NC(=O)C3CC3)cc2C1=O | i |
| O=S(=O)(c1ccccc1)c1nc(-c2ccco2)oc1NCc1cccnc1 | i |
| CNC[C@H]1OCCCC[C@H](C)Oc2ccc(NC(=O)NC(C)C)cc2C(=O)N([C@@H](C)CO)C[C@@H]1C | i |
| C[C@H](CO)N1C[C@H](C)[C@H](CN(C)C(=O)Nc2ccc(C(F)(F)F)cc2)Oc2ccc(NC(=O)Nc3ccccc3)cc2CC1=O | i |

By substructure, those above containing a halogen (eleven)
| SMILES | NFkB binder |
| --- | --- |
| N#C/C(=C(\N)Sc1ccc(N)cc1)c1ccccc1C(F)(F)F | i |
| C[C@H](CO)N1C[C@H](C)[C@@H](CN(C)C(=O)NC2CCCCC2)Oc2ccc(NC(=O)Nc3ccc(F)cc3)cc2CC1=O | i |
| C[C@@H]1CCCCO[C@@H](CN(C)C(=O)Nc2ccccc2)[C@H](C)CN([C@@H](C)CO)C(=O)c2cc(NC(=O)CCC(F)(F)F)ccc2O1 | i |
| C[C@@H]1CCCCO[C@H](CN(C)C(=O)CCC(F)(F)F)[C@H](C)CN([C@H](C)CO)C(=O)c2cc(NS(=O)(=O)c3cccs3)ccc2O1 | i |
| C=CCOC(=O)[C@H]1[C@@H]2C(=O)O[C@@H](c3ccccc3)[C@@H](c3ccccc3)N2[C@@H](c2ccc(OCCOC(=O)[C@@H]3C[C@@H]4C(=O)N[C@@H](Cc5ccccc5)C(=O)N4[C@@H]3c3cccc(OCCO)c3)cc2)[C@]12C(=O)Nc1ccc(I)cc12 | + |
| COc1ccc(S(=O)(=O)Nc2cccc3c2O[C@@H](CN(C)S(=O)(=O)c2ccc(Cl)cc2)[C@H](C)CN([C@@H](C)CO)C3=O)cc1 | i |
| C[C@H](CO)N1C[C@H](C)[C@@H](CN(C)C(=O)Nc2ccc(F)cc2)Oc2ccc(NC(=O)C3CC3)cc2C1=O | i |
| C=CCOC(=O)C1=C[C@@H](c2ccc(C(F)(F)F)cc2)[C@H](CCCO)[C@@H](OCC)O1 | i |
| Cc1cc(C)c(NC(=O)CSc2nnc(-c3ccc(F)cc3)n2C)c(C)c1 | i |
| Cc1ccc(NC(=O)CSc2nnc(-c3ccco3)n2-c2ccccc2)cc1Cl | i |
| C[C@H](CO)N1C[C@H](C)[C@H](CN(C)C(=O)Nc2ccc(C(F)(F)F)cc2)Oc2ccc(NC(=O)Nc3ccccc3)cc2CC1=O | i |

Bioassay records as filed in PubChem BioAssay.

Only part of the results is shown. The share of hits here may be higher or lower than overall.
